Source: PubChem BioAssay
PL biosyn Enam: phospholipid synthesis inhibitors, CHO cells, primary screen, ZR-82 cells, Enamine library, screen 3 | ZR-82 CHO cells, pyrene fatty acid UV survival, CellTiter Blue; peroxisome-deficient CHO-K1 mutant line; plus DGAT-1, DGAT-2 and ACAT inhibitors | calls only at 10 µM | 0.4% of 20,000 active | AID 1347385, 2020;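 active means cell survival signal 2 SD away from solvent-only control wells, confirmed on one or two retests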;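 further: 3 h compound exposure then viability read about one day after UV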
Calls only; i = inactive. Not all compounds are listed (hit frequency here may not be typical).

smiles,PL biosyn Enam
O=S(=O)(c1ccc(Cl)s1)N(c1ccccc1F)S(=O)(=O)c1ccc(Cl)s1,i
Oc1[nH]c2ccc(Br)cc2c1N=Nc1ccc(Cl)c(Cl)c1,i
Cc1nn(C)c(C)c1NS(=O)(=O)c1ccc(Cl)s1,i
C=CCn1c2c(c(=O)[nH]c1=O)C(c1ccc(C)cc1)C1=C(COC1=O)N2 (stereo not given),i
S=c1[nH]nc(Cc2cccc3ccccc23)n1/N=C/c1ccc(-c2ccccc2)cc1,i
O=C(COC(=O)c1cc2c(s1)CCCC2)c1ccc(Cl)s1,i
CCCCNC(=S)N/N=C/c1ccc(C)s1,i
Cc1cs/c(=N\N=C2CCCCC2)n1Cc1ccco1,i
COCCN(CN1C(=O)NC2(CCCCC2)C1=O)C1CCS(=O)(=O)C1 (stereo not given),i
CCN=c1scc(-c2ccc(F)cc2)n1/N=C/c1ccc(C(F)(F)F)cc1,i
C/C(=N\Nc1ncc(C(F)(F)F)cc1Cl)c1ccc2c(c1)OCO2,i
COc1ccc2c(c1)S(=O)(=O)c1ccccc1N2,i

Other compounds:
smiles,PL biosyn Enam
COc1ccccc1NC(=S)N=C1CCN(c2ccccc2)N1,i
C=CCNC(=S)N/N=C1\CCc2ccccc21,i
O=C(CSc1ncnc2sccc12)N1N=C(c2ccco2)CC1c1ccco1 (stereo not given),i
Cc1cc(-c2csc3ncnc(N4CCN(C)CC4)c23)cc(C)c1C,i
Fc1ccccc1Cc1nnc2n1N=C(c1ccc(Cl)cc1Cl)CS2,i
O=C(COC(=O)c1ncc(Cl)c(Cl)c1Cl)NCC1CCCO1 (stereo not given),i
O=S(=O)(N/N=C/c1ccncc1)c1ccc(Br)cc1,i
CC(C)Nc1nnc(SCC(=O)NC2CCCCC2C)s1 (stereo not given),i
Cc1cc(NC(=O)COC(=O)CCn2c(C)csc2=O)no1,i
CCN(CC(=O)NC(C)C)C(=O)/C=C/c1cc(C)n(-c2cc(C)on2)c1C,i
OCCCc1nc2ccccc2n1CCC1CCCCC1,i
CN(C)C(=O)C1CCN(CN2C(=O)C(=O)c3cc4c(cc32)OCCO4)CC1,i

An excerpt of these results, field by field.
Cc1cc(NC(=O)COC(=O)CCn2c(C)csc2=O)no1
- PL biosyn Enam: i

O=S(=O)(N/N=C/c1ccncc1)c1ccc(Br)cc1
- PL biosyn Enam: i

Cc1cc(-c2csc3ncnc(N4CCN(C)CC4)c23)cc(C)c1C
- PL biosyn Enam: i

CCN(CC(=O)NC(C)C)C(=O)/C=C/c1cc(C)n(-c2cc(C)on2)c1C
- PL biosyn Enam: i

Remaining list, next part:
smiles,PL biosyn Enam
O=S(=O)(c1ccc(Br)cc1Cl)N1CCCC1,i
Fc1ccccc1OCCOc1ccc2c(c1)[nH]c1ccccc12,i
O=[N+]([O-])c1ccc(C[N+]2(CC(O)COCC3COc4ccccc4O3)CCCC2)cc1 (stereo not given),i
C=CCSc1nc2ccccc2[nH]1,i
Fc1ccc(CCNC(=S)NC2CC2)cc1,i
CC1CC(C)(C)CC2(C1)NC(=O)N(CC(=O)OCC(=O)c1ccc[nH]1)C2=O (stereo not given),i
CCOCc1ccc(C(=O)O)o1,i
CCNC(=O)NC(=O)C(C)Sc1nc(C)nc2sc(C)c(C)c12 (stereo not given),i
CC1CCCN(C(=O)Cn2cc(C(F)(F)F)ccc2=O)C1 (stereo not given),i
CC(NC(=O)C12CC3CC(CC(C3)C1)C2)C(=O)N/N=C/c1ccc([N+](=O)[O-])o1 (stereo not given),i
CN1/C(=C2\C=NN(c3ccccc3)P2(=Nc2cc(Cl)ccc2Cl)c2ccccc2)C(C)(C)c2ccccc21 (stereo not given),i
Cc1nc(-n2nnc3cc(C)c(C)cc32)c2c3c(sc2n1)CCCC3,i

Continuation:
smiles,PL biosyn Enam
CCCCNC(=O)CN1CCN(C(=O)CCc2c(C)noc2C)CC1,i
CCCOC1OC(COC(C)=O)C(OC(C)=O)C(OC(C)=O)C1NC(C)=O (stereo not given),i
CCN(CC)S(=O)(=O)c1cc([N+](=O)[O-])ccc1N/N=C1\C=C(C)CC1,i
CCCc1cc(=O)[nH]c(SCc2nc3ccccc3o2)n1,i
CCOC(=O)c1ncn2c(=O)c3c(C(=O)OCC)ncn3c(=O)c12,i
CC(CO)NC(=O)C(=O)NC(C)CO (stereo not given),i
O=C(CCN=C1NS(=O)(=O)c2ccccc21)NCc1nnc2ccccn12,i
Cc1cc(CNCC(c2ccco2)N2CCCCC2)c(C)n1-c1ccnn1C(C)C (stereo not given),i
Cc1sc2nc(C(C)Sc3nc4sc(C)c(C)c4c(=O)n3C3CCCC3)[nH]c(=O)c2c1C (stereo not given),i
Clc1ccc2nc(CSc3nc4ccccc4s3)cn2c1,i
Cc1ccc(C2C(C(=O)c3ccco3)=C(O)C(=O)N2CCN2CCOCC2)o1 (stereo not given),i
O=c1cc(CSc2nnc(NC3CC3)s2)nc2ccc(Br)cn12,i

The listing continues:
smiles,PL biosyn Enam
COc1cc(OC)c(C2C=C(c3ccc(F)cc3)Nc3ncnn32)cc1OC (stereo not given),i
CC(C)Cn1c(N)c(C(=O)Cn2cc(C(F)(F)F)cc(Cl)c2=O)c(=O)n(C)c1=O,i
Clc1ccc(/C=C2\CCCc3c2nc2ncnn2c3-c2ccc(Cl)cc2)cc1,i
O=C1/C(=C\c2c3ccccc3cc3ccccc23)N=C2CCCCCN12,i
COCC(N)=O,i
Cc1nn(-c2ccccc2)c2c1[P+](=O)C(=C1N(C)c3ccccc3C1(C)C)C=N2 (stereo not given),i
Cc1ccc2nc(NCCCN3CCOCC3)c(C=NCCCN3CCOCC3)c(=O)n2c1,i
Cc1cc(C)c(Oc2ncnc3sc4c(c23)CCC4)c(C)c1,i
O=C(c1cnc2sccn2c1=O)N1CCN(Cc2cc(=O)n3ccsc3n2)CC1,i
CC(C)(C)C1CCC(C(=O)OCC(=O)c2ccc(Cl)s2)CC1 (stereo not given),i
Cc1ccc(-c2nn3cnnc3c3ccccc23)cc1C,i
O=C(CCCN1C(=O)NC2(CCCC2)C1=O)Nc1nccs1,i

4 entries drawn at random from the list so far, as already listed:
smiles,PL biosyn Enam
COc1cc(OC)c(C2C=C(c3ccc(F)cc3)Nc3ncnn32)cc1OC (stereo not given),i
O=C(CCCN1C(=O)NC2(CCCC2)C1=O)Nc1nccs1,i
Cc1cc(C)c(Oc2ncnc3sc4c(c23)CCC4)c(C)c1,i
COCC(N)=O,i

Going on with the list:
smiles,PL biosyn Enam
S=C(NCc1ccc2c(c1)OCO2)NN=C1CC2CC1C1CCCC21 (stereo not given),i
Cn1cnnc1SCC(=O)NC(=O)NC12CC3CC(CC(C3)C1)C2,i
CC1CC(C)CN(C(=O)Cn2cc(C(F)(F)F)cc(Cl)c2=O)C1 (stereo not given),i
Cc1nnc(SCc2cc(Cl)cc3c2OCOC3)s1,i
CC(NC(=O)CC12CC3CC(CC(Br)(C3)C1)C2)C12CC3CC(CC(C3)C1)C2 (stereo not given),i
C=CCNC(=S)NN=C1CCCCCC1,i
CC1(C(=O)NNC(=O)C23CC4CC(CC(C4)C2)C3)CC1(Cl)Cl (stereo not given),i
CCOC(=O)N1CCN(S(=O)(=O)CC23CCC(CC2=O)C3(C)C)CC1 (stereo not given),i
CCn1nnnc1SCC(=O)N(C)C1CCS(=O)(=O)C1 (stereo not given),i
CN(C)CCNC(=S)Nc1ccc(F)c(F)c1F,i
C/C(=N\N=c1/sc2ccccc2n1C)c1ccc2c(c1)OCCO2,i
O=C(CSCc1cc(=O)n2ccsc2n1)Nc1ccc(I)cc1,i

(further entries)
smiles,PL biosyn Enam
O=C(NNc1c(Cl)cc(Cl)cc1Cl)c1ccc(=O)[nH]n1,i
CCCCn1c(=O)[nH]c(=O)c2c1nc(CCC(=O)Nc1nccs1)n2CC(C)C,i
COc1cc(OC)c(NS(=O)(=O)c2ccc(Cl)c(Cl)c2)cc1Cl,i
C(=N\n1cnnc1)/c1ccccc1,i
CCN1C(=O)C(=O)N(CC(=O)NCC2CCCCC2)C1=O,i
O=S(=O)(NCC1CCCO1)c1cccc2cccnc12 (stereo not given),i
CC(=O)N1CCC[C@H]1C(=O)O,i
CSc1ccccc1NS(=O)(=O)c1ccc2ccccc2c1,i
O=C(/C=C/c1ccco1)OC1CCOC1=O (stereo not given),i
COCCN=c1scc(-c2ccc(OC)cc2OC)n1/N=C/c1cc(Br)ccc1O,i
O=C(CCC(=O)c1ccc(Cl)s1)NC1CC1,i
S=c1[nH]c(-c2ccccc2)cn1/N=C/c1ccc(Br)cc1,i

Later entries:
smiles,PL biosyn Enam
CC(=O)c1ccc(-c2ccc(C(C)=O)s2)s1,i
CC(C)(C)c1cc(C=Nc2cc(C(C)(C)C)cc(C(C)(C)C)c2O)c(O)c(C(C)(C)C)c1,i
c1ccc2c(CSc3nnc(-c4ccc5c(c4)OCO5)o3)cccc2c1,i
Cc1cccn2c(=O)c3cc(C(=O)N4CCC5(CC4)OCCO5)sc3nc12,i
Nc1nc(-c2ccc(I)cc2)cs1,i
Clc1cc(Cl)c2ncnc(OCc3ccc(Br)cc3)c2c1,i
O=C(CSc1nnc(-c2cccs2)n1C1CC1)N1CCCC2CCCCC21 (stereo not given),i
CC(C)(C)NC(=O)C1=CC=CN2CCS(=O)(=O)N=C12,i
NC1=NC(=Nc2ccccc2F)c2ccccc21,i
O=C1CCC(C(=O)OCC(=O)NC2CCCC2)=NN1,i
Cc1[nH]n(-c2ccccc2)c(=O)c1/C=N/N(c1ccccc1)c1ccccc1,i
Brc1ccc(-c2nnc3n2-c2ccccc2CC3)cc1,i

The list continues.
smiles,PL biosyn Enam
Cc1nc(SCC(=O)N2CCNC2=O)nc(C)c1C,i
CCC(=O)N(CC(C)C)C1CCS(=O)(=O)C1 (stereo not given),i
Cn1c(=S)[nH]c2ccsc2c1=O,i
C(=C\c1ccccc1)/C1=NN(c2ccc(/C=C/c3cccc(-c4ncc(-c5ccccc5)o4)c3)cc2)C(c2ccccc2)C1 (stereo not given),i
COCCn1c(O)c(C(C)=Nc2ccnn2C2CCCCC2)c(=O)[nH]c1=S,i
O=C(Oc1ccccc1)Oc1ccc2ccc(=O)oc2c1,i
COc1ccc(NS(=O)(=O)c2ccc(Oc3ccc(S(N)(=O)=O)cc3[N+](=O)[O-])cc2)cc1,i
C/C(=N\n1cnnc1)c1ccc(Cl)c(Cl)c1Cl,i
O=[N+]([O-])c1cccc(S(=O)(=O)N/N=C2\CCc3ccccc32)c1,i
Cc1cc(-n2c(C)cc(C(=O)CSc3nnc(-c4ccoc4C)n3C)c2C)no1,i
COC(=O)c1c(C)[nH]c(C(=O)C(C)OC(=O)C2CC2)c1C (stereo not given),i
CCOC(=O)c1c(C)[nH]c(C(C)=O)c1C,i

The results go on.
smiles,PL biosyn Enam
Cn1c(=O)c2c(ncn2CCCC(=O)Nc2sc3c(c2C(N)=O)CCCC3)n(C)c1=O,i
Cc1cc(C)n2c(CNS(=O)(=O)c3c(C)cc(C(C)(C)C)cc3C)nnc2n1,i
COc1cc(NS(=O)(=O)c2ccc(N3C(=O)C4C5C=CC(C5)C4C3=O)cc2)nc(OC)n1 (stereo not given),i
Cn1c(CCC(N)=O)nnc1SCC(=O)N1N=C(c2cccs2)CC1c1ccco1 (stereo not given),i
O=C1CSC2=NC3=C(CCCC3=C3SCCS3)C(c3ccccc3)N12 (stereo not given),i
Cc1cc(C)nc(Sc2ccc(S(=O)(=O)C(F)(F)F)cc2[N+](=O)[O-])n1,i
c1ccc(-c2nc(NCCc3ccccn3)c3ccccc3n2)cc1,i
Cn1c2ccccc2c2c(C(F)(F)F)cc(C(F)(F)F)nc21,i
CSC(NS(=O)(=O)c1cccs1)=C(c1nc2ccccc2s1)c1nc2ccccc2s1,i
Cc1ccsc1/C=N/N1CCN(C)CC1,i
c1ccc2c(c1)CCN(c1nc(CN3CCOCC3)nc3sc4c(c13)CCCC4)C2,i
CC[n+]1c2ccccc2cc2ccccc21,i

(cont.)
smiles,PL biosyn Enam
CN=c1scc(-c2ccc(F)cc2)n1/N=C/c1ccc(Br)cc1,i
O=C(O)c1nn(Cc2cc(=O)n3ccsc3n2)c(=O)c2ccccc12,i
CCCCCCCCCCOC(=O)C[N+](C)(C)CCCNC(=O)C(Cl)(Cl)Cl,i
Cc1nc(SCC(=O)NN2C(=O)NC3(CCC(C)CC3)C2=O)n(CC(C)C)c1C (stereo not given),i
O=c1[nH]cnc2ccccc12,i
O=P1(NNC(=S)Nc2ccccc2)C=C(c2ccccc2)OC(c2ccccc2)=C1,i
NC(c1ccc(Cl)cc1)C1CC1 (stereo not given),i
O=C(c1cc2c(s1)CCCC2)N1CCN(C(=O)C2CCCO2)CC1 (stereo not given),i
Clc1ccc(OCc2nnc3n2N=C2CCCCC2S3)cc1 (stereo not given),i
Cc1cccn2c(=O)c3cc(C(=O)N4CCCCC4)c(=N)n(CCN4CCOCC4)c3nc12,i
CC1(C)CC2=NN(c3ccccc3)P(=S)(OCCc3ccccn3)C2=C(N2CCCCC2)C1 (stereo not given),i
COc1cc(OC)c2c(-c3ccccc3)cc(=S)[nH]c2c1,i

Next section.
smiles,PL biosyn Enam
CN=c1scc(-c2ccccc2)n1/N=C/c1ccc2c(c1)OCO2,i
CC(C)(C)c1nnc(N)s1,i
O=C(Cn1ncc(Cl)c(Cl)c1=O)NCC1CCCO1 (stereo not given),i
Cc1[nH]c2ccccc2c1C1N=C(N)Nc2nc3ccccc3n21 (stereo not given),i
O=C(Nc1nc(-c2ccc(Cl)s2)cs1)c1cccs1,i
